Assay outcomes as filed in PubChem.
dFosB activator: mouse delta FosB homodimer activation; purified delta FosB, TAMRA-CDK5 oligo fluorescence polarization; percent of positive-control signal above neutral wells; activation, % at 25 µM; P13346; 0.99% of 340,000 active;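 active = mean activation above about 17%, with every replicate also reaching it, limit read from the data, passing the limit was not always enough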;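 note: fluorescence polarization rise as delta FosB binds a TAMRA Cdk5 AP-1 oligo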
PKA-R1A act: activators of PKA-R1A complex. PKA-R1A dissociation, Cy5-IP20 fluorescence polarization; scaled: DMSO 0%, 113 µM cGMP 100%. activation, % at 11.4 µM. 0.083% of 340,000 active. AID 504707;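 active = percent activation above the mean of all tested compounds plus 3 SD, cut at about 19% in these data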;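 note: higher means more PKAc released from R1A so a rise in polarization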
CDK5 inh: inhibitors of human CDK5/p35 kinase. Recombinant CDK5/p35, ADP-Glo luminescence, 60 min. AID 488839. Q00535+Q15078. inhibition, % at 10 µM. 0.01% of 330,000 active;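 active = highest replicate inhibition of at least 50% and at least 75% of replicates reaching 50%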;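 note: plate controls were DMSO neutral control for no effect and GW8510 at 10 µM for full effect; many of its hits are not listed in these tables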
Arrestin-AP2 inh: blocks beta-arrestin peptide binding to AP2 adaptin; FITC-arrestin peptide / GST-AP2 beads, flow cytometry; AP2 beta2 appendage carries R879A mutation; inhibition, % at 10 µM; 0.31% of 340,000 active; AID 504490;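 active = inhibition above a set limit, near 3 SD of compounds lacking own fluorescence, cut at about 54% in these data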;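 note: plate controls were DMSO wells for no effect and 5 µM unlabelled arrestin peptide for full effect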
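System: GST-AP2 R879A glutathione beads | Also added: FITC-arrestin peptide, 50 nM | Times: 12 min plus 1 h, RT | Signal: Bead flow cytometry, FITC channel | Buffer or medium: PBS with 0.05% Tween 20 and 0.1% BSA | Read-out basis: Percent drop in bead-associated FITC signal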
NSD2 inh: inhibitors of human histone methyltransferase NSD2 | AID 743445 | O96028 | 0.54% of 310,000 active | NSD2 peptide methylation, AlphaScreen, 120 min | inhibition, % at 12.5 µM; in the data active = inhibition above about 50%
PKA-R2B activ: PKA-R2B complex activation | P22694+P31323 | PKA-R2B holoenzyme dissociation, Cy5-IP20 fluorescence polarization; R2B truncated from residue 108, S112A mutant; 0% DMSO only, 100% 113 µM cGMP | activation, % at 11.4 µM | 0.079% of 340,000 active;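 active = activation above a cutoff set at the mean over all compounds plus 3 SD, cut at about 18% in these data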;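 note: higher means more holoenzyme dissociation and a rise in polarization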
MITF act: increases MITF-driven TRPM1 promoter luciferase signal. SK-MEL-5 TRPM1-promoter luciferase, 24 h; % of positive control, neutral wells = 0. activation, % at 12.5 µM. 0.75% of 300,000 active;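 active = mean activation of at least 80% with every replicate also reaching 80%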;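 note: 0% = neutral control wells and 100% = parthenolide positive control wells; values of inactives mirror those of a sister screen read the other way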
Pemphigus Ab inh: human desmoglein-3 autoantibody binding inhibition | 0.48% of 310,000 active | AID 588358 | binding (percent of control), % at 10 µM | DSG3-coupled beads, scFv-anti-DSG3-GFP binding, flow cytometry; stronger effect = lower value | P32926;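 active = binding more than 3 SD below its plate's average and above zero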;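 note: hits lower antibody fragment binding to DSG3; some compounds called inactive have numbers as strong as hits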
Target sequence (P32926 whole entry, looked up, the tested form may be a part): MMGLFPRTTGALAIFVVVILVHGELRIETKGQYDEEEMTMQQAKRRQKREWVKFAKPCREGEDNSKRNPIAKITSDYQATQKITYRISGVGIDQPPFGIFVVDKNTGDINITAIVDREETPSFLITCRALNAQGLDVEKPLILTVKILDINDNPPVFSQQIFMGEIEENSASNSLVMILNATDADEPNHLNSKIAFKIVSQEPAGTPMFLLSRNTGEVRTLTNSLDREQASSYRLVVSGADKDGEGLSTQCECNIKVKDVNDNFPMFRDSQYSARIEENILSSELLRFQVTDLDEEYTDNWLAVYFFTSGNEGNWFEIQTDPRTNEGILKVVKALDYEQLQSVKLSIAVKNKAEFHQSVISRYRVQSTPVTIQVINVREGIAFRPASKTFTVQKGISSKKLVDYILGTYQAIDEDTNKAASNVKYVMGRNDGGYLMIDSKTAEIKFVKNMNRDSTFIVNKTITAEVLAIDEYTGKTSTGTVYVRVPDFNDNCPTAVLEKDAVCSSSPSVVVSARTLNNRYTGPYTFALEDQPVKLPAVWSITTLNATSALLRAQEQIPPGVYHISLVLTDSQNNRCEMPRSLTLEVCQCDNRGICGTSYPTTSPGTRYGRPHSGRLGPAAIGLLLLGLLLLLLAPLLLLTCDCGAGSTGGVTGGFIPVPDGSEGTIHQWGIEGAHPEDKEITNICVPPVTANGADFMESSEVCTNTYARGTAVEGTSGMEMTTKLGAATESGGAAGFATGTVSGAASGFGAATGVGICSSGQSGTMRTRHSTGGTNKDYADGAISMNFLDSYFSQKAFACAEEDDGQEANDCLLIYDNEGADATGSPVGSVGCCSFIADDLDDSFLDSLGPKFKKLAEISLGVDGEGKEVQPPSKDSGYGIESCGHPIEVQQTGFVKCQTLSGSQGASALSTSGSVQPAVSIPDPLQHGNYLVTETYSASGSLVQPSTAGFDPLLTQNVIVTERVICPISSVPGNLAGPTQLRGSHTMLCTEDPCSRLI
Mot1-301 SUMO: SUMOylation pathway inhibition by Mot1-301 growth rescue; S. cerevisiae Mot1-301 growth rescue, ATP luminescence, 38.5C; percent above DMSO median, 100 means doubled; growth rescue, % at 18.8 µM; 1% of 320,000 active;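 active = every valid replicate shows activation above 250% relative to neutral control wells; inactive = the rest, any valid replicate at or below 250%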;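 note: OY570 slx delta 5 strain wells were the positive control but not used for scaling; some compounds called inactive have numbers as strong as hits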
SR-BI DiI-HDL act: enhances SR-BI lipid uptake from DiI-HDL; CHO ldlA[mSR-BI] cells, DiI-HDL uptake fluorescence, 3 h; 100 = double the neutral-control signal; activation, % at 12.5 µM; 0.096% of 320,000 active; AID 504775;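 active = mean replicate activation of at least 60% and every replicate at or above 60%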;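 note: 0% = median plate neutral-control signal and 100% = twice that signal; values of inactives mirror those of a sister screen read the other way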
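Test system: SR-BI-overexpressing, LDLR-lacking CHO cells; Also added: labelled HDL, 10 µg/mL; Measured by: bottom-read cell fluorescence after medium removal, ex 550/em 595 nm; Timing: 3 h uptake period with compound, 37 °C; Buffer or medium: F12, 0.5% BSA, 25 mM HEPES; Doses: single compound concentration, delivered by pin transfer.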
SR-BI DiI inh: mouse SR-BI HDL lipid transfer inhibition. Q61009. ldlA[mSR-BI] CHO cells, DiI-HDL uptake fluorescence, 3 h. inhibition, % at 12.5 µM. 0.96% of 320,000 active;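 active = mean replicate inhibition of at least 70% and a set share of replicates each scoring 70 or more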;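 note: 0% = median of neutral control wells and 100% = median of positive control wells; values of inactives mirror those of a sister screen read the other way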
Active calls of the source: *; . = no result given.

SMILES	dFosB activator	PKA-R1A act	CDK5 inh	Arrestin-AP2 inh	NSD2 inh	PKA-R2B activ	MITF act	Pemphigus Ab inh	Mot1-301 SUMO	SR-BI DiI-HDL act	SR-BI DiI inh
CCOC(=O)c1c(NC2=NS(=O)(=O)c3ccccc32)sc2c1CCCCC2	-6	4	0.2	23	1	-1	9	108	6	2	-2
COC(=O)C(Cc1ccccc1)NC(=O)COc1ccc(C(C)(C)C)cc1 (centres undefined)	-3	-2	0.1	-6	-3	-2	5	107	13	-2	2
Cc1ccc(C)c(S(=O)(=O)N2CCN(CC(=O)NC(=O)NCc3ccco3)CC2)c1	-10	-6	10	13	2	-16	-13	96	38	-30	30
COc1ccc(NC(C)=O)cc1NC(=O)CSc1nnc(-c2ccc(F)cc2)n1N	-3	-7	-3.7	-3	1	-10	14	101	9	-1	1
Cc1ccc(C(=O)Nc2nc(C)c(C)s2)o1	-1	-3	-1.2	24	-5	-2	71	90	-19	-7	7
CC(C)(C)[C@@H]1C=C(C(=O)O)O[C@H](OCc2ccc(CO)cc2)C1	3	-9	0.3	7	.	-21	4	106	-5	13	-13
COc1ccc(N2CCN(c3cnc4ccccc4n3)CC2)cc1	-13	0	-0.7	13	3	-1	97*	97	293	-14	14
COC(=O)c1cc2c(N)c(C(=O)c3ccc(Cl)cc3)sc2nc1C(OC)OC	-10	-9	1.4	-6	-10	-10	8	110	20	-24	24
CCN(Cc1ccc(NC(C)=O)cc1)CC1CCCN(CCc2cccc(OC)c2)C1 (centres undefined)	0	-4	0.8	10	16	3	.	117	-21	16	-16
O=C1c2ccccc2NC(c2ccccc2O)N1NS(=O)(=O)c1ccccc1 (centres undefined)	2	6	-0.2	4	2	10	13	103	0	15	-15
Cc1ccc(N=C2NC(=O)c3cccc([N+](=O)[O-])c32)cc1	-1	9	0.5	22	0	-6	20	109	-3	36	-36
C[C@H](CO)N1C[C@H](C)[C@@H](CN(C)S(C)(=O)=O)Oc2c(NC(=O)Nc3ccccc3)cccc2C1=O	2	-6	0.0	8	.	-8	7	100	.	-23	23
CCOC(=O)C1=C(CS(=O)(=O)c2ccc(Cl)cc2)NC(=O)NC1c1ccc(O)c(OC)c1 (centres undefined)	-4	-1	1.5	-4	4	5	-1	.	17	1	-1
Cn1cc(-c2cccc(Cl)c2)cc(C#N)c1=O	-6	-9	-0.3	7	-3	-9	-4	99	32	12	-12
Nc1cc(-c2ccccc2)nn1Cc1ccc(Cl)cc1	5	-5	-0.8	-5	0	-8	-11	99	-5	-5	5
O=S(=O)(c1ccc(N2CCCCCC2)nc1)N1CCCC1	5	1	-1.0	9	-2	3	3	106	-5	14	-14
O=C(CSCc1ccccc1)Nc1cccc(C(=O)Nc2ccccc2C(=O)O)c1	-5	-5	-1.4	7	7	9	1	100	-12	-3	3
CC(=O)C1N=NCC1c1ccccc1 (centres undefined)	-1	5	1.4	8	-2	-2	-1	88	.	16	-16
CCOC(=O)c1c(C)nsc1NCc1ccccc1	-9	5	0.8	-13	.	2	.	109	-28	-10	10
COc1ccc(C(=O)N2CC3(CC(c4cccc(NC(=O)CC(c5ccccc5)c5ccccc5)c4)=NO3)C[C@H]2C(N)=O)cc1 (some centres undefined)	-4	-7	-3.0	2	.	-7	-10	102	5	-17	17
COc1ccccc1C(=O)N1CCN(CCc2ccccc2)CC1	1	-8	-0.8	-4	0	-10	6	101	3	12	-12
CC[C@@H]1C=C(C(=O)O)[C@H](c2ccc(C#N)cc2)N1S(=O)(=O)c1ccc(C)cc1	3	-14	0.7	-4	.	-2	-1	95	.	-15	15
COC(=O)C(CC(C)C)NC(=O)CSc1nc(-c2ccccc2)c(C#N)c(=O)[nH]1 (centres undefined)	7	6	0.0	8	.	-5	-12	100	3	6	-6
O=C(c1ccc(Br)c(S(=O)(=O)N2CCOCC2)c1)N1CCN(C/C=C/c2ccccc2)CC1	-15	3	-1.5	-3	1	1	-1	99	.	-11	11
CCOc1ccccc1C(=O)NC1CC2CCCC(C1)N2Cc1nnnn1Cc1ccco1 (centres undefined)	-9	-10	0.4	16	-3	6	.	.	2	0	0
CCC(=O)NC(c1cccs1)c1cc(Cl)c2ccccc2c1O (centres undefined)	-1	-2	0.8	5	.	-22	-7	106	18	2	-2
COc1ccc(/C=N/Nc2cc(C)nc3ccccc23)cc1	53*	1	3.7	27	-6	-13	.	117	-5	-15	15
CC(=O)NC(CC(=O)N(C)Cc1c(F)cccc1Cl)c1ccccc1 (centres undefined)	2	3	-2.0	-24	-3	-1	-3	108	-8	3	-3
Cc1ccsc1C(=O)OC1CCOC1=O (centres undefined)	-5	-11	1.8	3	-6	12	-1	93	-10	15	-15
COC(=O)C1=C(C)N(CCCC(=O)O)C(=O)NC1c1ccccc1Cl (centres undefined)	4	-13	-1.2	-3	.	-12	32	111	0	-7	7
Cc1cccn2c(=O)c3cc(C(=O)NCc4ccco4)c(=N)n(C4CCCC4)c3nc12	1	-3	2.0	-7	4	-3	9	.	-11	6	-6
O=C1CC(C(F)(F)F)=NN1	1	.	-1.6	10	-1	.	.	99	-7	0	0
CC1CCN(S(=O)(=O)c2ccc(C(=O)OC(C)C(=O)NC3CCCCC3C)cc2)CC1 (centres undefined)	3	-8	1.9	2	-1	2	1	.	-7	4	-4
O=C(NCCCn1ccnc1)C(=O)NCc1ccccc1	1	-1	1.1	-2	-4	8	.	.	147	22	-22
CC(C)C(OC(=O)C1CCCO1)C(=O)NC1CCCC1 (centres undefined)	5	5	3.6	0	-1	0	17	101	-13	20	-20
Cc1ccc(N(C(=O)c2snc(C(N)=O)c2N)C(C(=O)NCCC(C)C)c2ccco2)cc1 (centres undefined)	8	-4	-1.9	15	2	-3	0	95	-3	20	-20
O=S(=O)(c1cccc(-c2csc(-c3ccccc3)n2)c1)N1CCOCC1	-6	-2	-3.4	-5	-2	-1	5	99	1	-17	17
CC(=O)Nc1ccc(S(=O)(=O)Nc2ccc(N3CCOCC3)c(F)c2)cc1	-9	-16	-3.9	14	-1	-10	-1	99	.	-19	19
COC(=O)C(C)SC1=N/C(=C/c2ccc(-n3cncn3)cc2)C(=O)N1 (centres undefined)	13	0	0.6	6	5	-8	-16	97	0	.	.
O=C(c1cncc(Br)c1)N1CCN(c2ccc([N+](=O)[O-])cc2)CC1	-2	-14	3.0	18	6	-11	-1	.	-7	21	-21
CCc1[nH]nc2c1C(C1C=CCCC1)C(C#N)=C(N)O2 (centres undefined)	0	-9	-0.2	-8	1	0	-25	84	-9	-36	36
CCc1cc2c(NC(Cc3c[nH]c4ccccc34)C(=O)O)nc(C)nc2s1 (centres undefined)	-5	3	-0.4	3	-2	-7	2	126	30	-22	22
COc1ccc2c(c1OC)c(=O)n1c3ccc(OC(C)C(=O)NCCN4CCOCC4)cc3c3ccnc2c31 (centres undefined)	-65	12	-0.1	7	.	-3	7	106	-11	-35	35
Cc1ccc(S(=O)(=O)N2CCCC(c3nnc4n3-c3ccccc3SC4)C2)cc1 (centres undefined)	3	2	1.5	-4	2	5	-3	103	11	-8	8
Fc1ccccc1CSc1ncnc2sc3c(c12)CCCC3	0	-6	-0.8	5	-4	9	-11	127	48	-6	6
Nc1ccc(Cl)c(NC(=O)c2cccs2)c1	2	5	-0.7	0	-1	-16	1	103	-12	-20	20
COc1ccc(N2CC(NC(=O)N3CCN(c4ccccc4)CC3)CC2=O)cc1 (centres undefined)	-6	0	-1.4	-7	-6	-6	-4	100	-29	.	.
Cc1cc(C)nc(SCC(=O)OCC(=O)Nc2nc3ccccc3s2)n1	-7	-4	-0.9	10	1	6	-8	98	102	21	-21
Cc1ccc(NC(=O)CCNS(=O)(=O)c2cccc3nonc23)cc1Cl	-9	5	0.0	4	1	5	7	97	694	-13	13
Cc1cc(O)ccc1N/C=C(\C#N)c1nc2ccccc2o1	-7	-15	0.9	6	0	-9	-11	122	373	-42	42
The listing continues:
SMILES	dFosB activator	PKA-R1A act	CDK5 inh	Arrestin-AP2 inh	NSD2 inh	PKA-R2B activ	MITF act	Pemphigus Ab inh	Mot1-301 SUMO	SR-BI DiI-HDL act	SR-BI DiI inh
CS(=O)(=O)N(CC(=O)NCC1CCCO1)c1cc(Cl)c(Cl)cc1Cl (centres undefined)	4	2	-2.9	10	-16	4	11	97	-8	2	-2
Cc1cc2nnc(SC3CCCCN(C(=O)c4ccc(F)cc4)C3=O)n2c2ccccc12 (centres undefined)	-8	4	-1.8	-8	-1	-4	0	.	9	3	-3
O=C(COC(=O)[C@@H]1CC(O)CN1S(=O)(=O)c1ccc2c(c1)OCCO2)Nc1ccccc1F (some centres undefined)	-6	-6	2.0	35	2	-4	0	122	-16	-12	12
Cc1cc(=O)n2[nH]c(-c3ccccc3Cl)cc2n1	-6	1	-0.1	3	1	9	-4	.	-12	13	-13
CCOC(=O)/C=C1\CN(Cc2cc(OC)c(OC)c(OC)c2)S(=O)(=O)c2ccc(C(F)(F)F)cc21	-1	-2	-2.5	4	.	3	-5	106	-3	-48	48
CC(C)c1nc2sc3c(=O)[nH]cnc3c2c2c1CCC2	-5	-2	-0.1	10	33	-2	14	101	-1	19	-19
CNC(=O)c1c(I)c(C(=O)NCC(=O)Nc2c(I)c(C(=O)O)c(I)c(C(=O)NCCO)c2I)c(I)c(N(C)C(C)=O)c1I	-3	7	-1.4	5	.	0	5	106	11	7	-7

Part of the list above, with the structure last:
dFosB activator	PKA-R1A act	CDK5 inh	Arrestin-AP2 inh	NSD2 inh	PKA-R2B activ	MITF act	Pemphigus Ab inh	Mot1-301 SUMO	SR-BI DiI-HDL act	SR-BI DiI inh	mol
5	1	-1.0	9	-2	3	3	106	-5	14	-14	O=S(=O)(c1ccc(N2CCCCCC2)nc1)N1CCCC1
-5	-5	-1.4	7	7	9	1	100	-12	-3	3	O=C(CSCc1ccccc1)Nc1cccc(C(=O)Nc2ccccc2C(=O)O)c1
-1	5	1.4	8	-2	-2	-1	88	.	16	-16	CC(=O)C1N=NCC1c1ccccc1 (centres undefined)
-9	5	0.8	-13	.	2	.	109	-28	-10	10	CCOC(=O)c1c(C)nsc1NCc1ccccc1
